Pol beta inh = qHTS Assay for Inhibitors of DNA Polymerase Beta. P06746. Pol beta primer extension/strand displacement, fluorescence kinetic. Potency, µM (highest dose often 114 µM), for the others: at the highest dose activity change, negative = inhibition, most hits filed as inhibitors. hit rate 1.3% among 340,000; note: potency is the fitted concentration of half-maximal effect; % is set by controls: 0 for no effect and ±100 for the full control effect
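Enzyme-only controls used 10 nM Pol beta; buffer lacking enzyme served as negative control. Compound preincubated 15 min, then 50 nM substrate added; 0 and 10 min reads at room temperature.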
12-LOX inh = Primary qHTS assay for inhibitors of human arachidonate 12S-lipoxygenase (ALOX12): Round 2; hit rate 1.1% among 580,000; Potency, µM (series often up to 108 µM), inactives show top-dose activity change, negative = inhibition, most hits filed as inhibitors; Polyunsaturated fatty acid lipoxygenase ALOX12 (Homo sapiens), P18054; AID 1671190, 2021; purified 12hLO, xylenol orange hydroperoxide absorbance; note: potency is the fitted concentration of half-maximal effect; % is set by controls: 0 for no effect and ±100 for the full control effect
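Purified human 12hLO (150 nM final) in 25 mM Hepes, 0.01% Triton X-100, pH 7.0 was preincubated 15 min at room temperature with compound. Then 40 uM arachidonic acid was added, 30 min. Hydroperoxide was read by Fe-XO absorbance ratio 573/405 nm.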
TRHR agonist = qHTS for Small Molecule Agonists and Allosteric Enhancers of Human TRH Receptor: Primary Screen for Agonists. Thyrotropin-releasing hormone receptor (Homo sapiens), P34981. TRHR cells, calcium flux fluo-8, FDSS agonist mode. activation, % at 2 µM. hit rate 0.18% among 360,000. AID 493084, 2011; in the data active = activation above about 30%; note: 0% is about no effect
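Fluo-8-loaded TRHR cells; 10 s baseline, compound added, kinetic Ca2+ fluorescence read 1/s, agonist mode.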
ERG-DNA inh = qHTS for Small Molecule Inhibitors of the ERG Ets/DNA interaction; Transcriptional regulator ERG (Homo sapiens), P11308; fluorescence polarization, His-ERG Ets domain / labelled DNA; Potency, µM (highest dose often 76.9 µM), without a hit: top-dose FP activity, negative = inhibition, actives largely listed as inhibitors; hit rate 0.028% among 370,000; AID 624246, 2012; active = well fitted inhibition curve with a large enough effect in the polarisation, with a control signal flat; inconclusive = small, poorly fitted or top-dose-only effect, or effect the other way, or a change in a side signal; inactive = no such curve, though single readings can be large or run the other way; the % refers to the polarisation;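 note: polarization taken with two DNA probes labelled with fluorescein and Texas red; potency is the fitted concentration of half-maximal effect; % of control where 0% means no effect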
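His-tagged ERG Ets domain (1 uM in the protein solution; 300mM KCl, 50mM Tris-HCl, 1mM EDTA, 1mM DTT, pH 7.5) received compound, then a probe mix of 5 nM fluorescein-DNA and 100nM Texas-615-DNA. Fluorescence polarization was read for both dyes.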
Anesthetic bind = qHTS Assay for Identification of Novel General Anesthetics; Ferritin light chain (Equus caballus), P02791; apoferritin/1-aminoanthracene competitive binding, fluorescence; Potency, µM (series often up to 77.5 µM), without a hit: top-dose activity change, negative = displacement, most hits filed as inhibitors; hit rate 0.074% among 350,000; AID 485281, 2010; note: potency is the fitted concentration of half-maximal effect; % is set by controls: 0 for no effect and ±100 for the full control effect; nearly all actives have a fitted effect of over 20% in size
Target sequence (P02791 2-175 limits assumed): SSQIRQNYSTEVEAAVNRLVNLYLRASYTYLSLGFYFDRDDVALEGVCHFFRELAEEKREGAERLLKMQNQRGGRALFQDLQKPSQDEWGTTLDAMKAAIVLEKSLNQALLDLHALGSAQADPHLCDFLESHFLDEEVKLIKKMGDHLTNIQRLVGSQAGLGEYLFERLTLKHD
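Probe: 1-aminoanthracene (50% saturated, PBS). Protein: horse-spleen apoferritin, 10 uM. Incubation: 10 min, room temperature. Detection: 380 nm excitation, 535 nm emission. Analysis: normalized response, four-parameter Hill.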
POLI inh = qHTS for Inhibitors of Polymerase Iota; DNA polymerase iota (Homo sapiens), Q9UNA4; Pol iota fluorescent replication assay, 10 min; Potency, µM (series often up to 115 µM), for the others: at the highest dose activity, negative = inhibition, hits mostly inhibitors; hit rate 1% among 390,000; AID 588590, 2011; note: potency is the fitted concentration of half-maximal effect
Target sequence (Q9UNA4 whole entry, looked up): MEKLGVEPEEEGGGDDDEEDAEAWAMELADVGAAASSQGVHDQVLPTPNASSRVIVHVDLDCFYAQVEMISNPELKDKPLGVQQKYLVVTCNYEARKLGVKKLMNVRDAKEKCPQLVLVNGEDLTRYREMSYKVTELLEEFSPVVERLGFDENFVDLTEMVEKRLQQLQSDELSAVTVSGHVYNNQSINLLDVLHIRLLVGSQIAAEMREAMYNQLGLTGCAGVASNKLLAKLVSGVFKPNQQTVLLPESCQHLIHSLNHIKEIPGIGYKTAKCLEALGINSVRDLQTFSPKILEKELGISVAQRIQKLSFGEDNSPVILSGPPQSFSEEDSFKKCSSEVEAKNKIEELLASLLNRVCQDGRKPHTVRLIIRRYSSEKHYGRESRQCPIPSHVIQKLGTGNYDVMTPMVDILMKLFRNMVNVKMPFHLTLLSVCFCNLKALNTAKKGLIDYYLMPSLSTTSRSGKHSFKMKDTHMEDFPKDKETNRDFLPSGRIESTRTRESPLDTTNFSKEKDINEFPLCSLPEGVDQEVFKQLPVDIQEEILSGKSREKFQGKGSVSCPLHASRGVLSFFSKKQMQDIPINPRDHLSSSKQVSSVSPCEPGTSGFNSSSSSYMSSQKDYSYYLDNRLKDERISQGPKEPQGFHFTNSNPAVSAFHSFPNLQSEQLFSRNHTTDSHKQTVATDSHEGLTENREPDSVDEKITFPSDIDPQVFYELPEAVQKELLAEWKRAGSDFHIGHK
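Fluorescent replication assay read twice, at 0 min and 10 min after adding 50 nM (final) substrate. Enzyme (10 nM) and compounds were first incubated 15 min at room temperature; enzyme-free buffer wells were negative controls.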
BLM helicase inh = qHTS Assay for Inhibitors of Bloom's syndrome helicase (BLM) | Potency, µM (top dose mostly 56.1 µM), inactives show at the top dose activity change, negative = inhibition, usual class: inhibitors | hit rate 0.2% among 350,000 | RecQ-like DNA helicase BLM (Homo sapiens), P54132 | recombinant BLM DNA unwinding, fluorescence dequenching | AID 2528, 2010;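 note: potency is the fitted concentration of half-maximal effect; plate controls were vehicle for no effect and no enzyme for full effect; nearly all actives have a fitted effect of over 35% in size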
Pol kappa inh = qHTS for Inhibitors of Polymerase Kappa | DNA polymerase kappa (Homo sapiens), Q9UBT6 | purified Pol kappa, fluorescent DNA synthesis assay, 10 min | Potency, µM (highest dose often 107 µM), without a hit: top-dose activity, negative = inhibition, actives largely listed as inhibitors | hit rate 0.53% among 400,000 | AID 588579, 2011; note: potency is the fitted concentration of half-maximal effect; % is set by controls: 0 for no effect and ±100 for the full control effect
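Readout: fluorescence, taken kinetically at 0 and 10 min. Conditions: 10 nM Pol kappa, 15 min RT compound preincubation, 50 nM substrate final. Controls: enzyme-free buffer wells.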
APEX1 inh = qHTS Assay for Inhibitors of the Human Apurinic/apyrimidinic Endonuclease 1 (APE1); DNA repair nuclease/redox regulator APEX1 (Homo sapiens), P27695; recombinant APE1, TAMRA/BHQ-2 abasic DNA cleavage fluorescence; Potency, µM (doses to about 65.8 µM), for the others: top-dose activity change, negative = inhibition, actives largely listed as inhibitors; hit rate 0.35% among 350,000; AID 2517, 2012;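 note: potency is the fitted concentration of half-maximal effect; plate controls were vehicle for no effect and reference inhibitor for full effect; nearly all actives have a fitted effect of over 55% in size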
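Kinetic fluorescence read (525 ex/598 em nm, three reads 60 s apart) of AP-site incision; signal = third minus first read. Enzyme 0.75 nM, dual-labelled THF duplex 50 nM, compound preincubation 15 min RT.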
The depositor's hits bear a star; ? = inconclusive; nt = no result given; [ ] = remark or other dose. Unless noted, calls come from the whole dose curve; as a rule, active = well fitted curve in the direction sought with a large enough effect; inconclusive = small, poorly fitted or top-dose-only effect, or another doubt; inactive = no such curve, though single readings can be large; an effect the other way counts as inactive or inconclusive.

Order of results – Pol beta inh | POLI inh | APEX1 inh | 12-LOX inh | Anesthetic bind | TRHR agonist | ERG-DNA inh | BLM helicase inh | Pol kappa inh
CCOC(=O)Cc1csc(NC(=O)CSc2nnc(-c3ccncc3)o2)n1
 : -4% | -16% | 3% | 13% | -13% | -0.2 | 2% | -6% | -3%
COc1ccc(COCC(O)CN(Cc2ccco2)Cc2ccccc2O)cc1 (centres undefined)
 : -10% | 1% | -1% | -47% | -5% | -0.1 | -1% | -1% | -15%
Cc1cc2c(OCC(O)CN3CCCCC3)cccc2[nH]1 (centres undefined)
 : 25% | 63%[activator] | -5% | -3% | -2% | 0.6 | 2% | 5% | -2%
COc1ccc(C(=O)N/C(=C/c2cccnc2)C(=O)N2CCOCC2)cc1OC
 : 2% | 87%[activator] | -2% | 2% | -4% | -0.5 | 10% | 0% | -1%
Cc1cccc(Cn2cc3c(=O)n(CC(=O)Nc4cccc(C)c4C)nc-3c3cc(F)ccc32)c1
 : 52%[activator] | -5% | nt | -21% | -3% | -0.5 | -2% | 0% | -2%
COc1ccc(-c2c(C)nn3c(C)cc(C)nc23)cc1
 : 2% | 86%[activator] | -12% | -15% | -13% | -1.0 | -2% | 3% | -14%
O=C(Oc1ccc2cccc(OC(=O)N3CCOCC3)c2c1)N1CCOCC1
 : 0% | -8% | -2% | -1% | -9% | 0.7 | 6% | 1% | 5%
Cc1cc(C)n(-c2ccc(NC(=O)C3CCCCN3Cc3cccc4c3OCO4)cc2)n1 (centres undefined)
 : -24% | 42%[activator] | 17% | 9% | -19% | 0.0 | 14% | -5% | -13%
COc1ccccc1NC(=O)CC1Sc2ccc(C(F)(F)F)cc2NC1=O (centres undefined)
 : 0% | 32%[activator] | nt | -2% | -10% | -1.5 | 1% | -3% | 5%
O=C(NCCN1CCOCC1)c1ccc(N2CCCC2)c([N+](=O)[O-])c1
 : -3% | -17% | -4% | -16% | 0% | 0.4 | -2% | -3% | -18%
CN(C(=O)COc1ccc(Cl)cc1)C1(C)CCS(=O)(=O)C1 (centres undefined)
 : nt | 29% | -6% | 2% | nt | 0.7 | -10% | nt | 7%
Cc1nn(CC(=O)NCc2cccs2)c(=O)c2nn(-c3ccccc3)c(C)c12
 : 0% | 31%[activator] | -10% | -3% | -12% | 0.0 | -3% | 0% | 0%
CC(=O)N1N=C(c2ccccc2)CC1c1cccc([N+](=O)[O-])c1 (centres undefined)
 : 4% | 56%[activator] | 2% | 8% | -11% | -0.1 | -7% | -1% | -3%
CCOC(=O)N1CCC(NC(=O)c2ccc(N3CCC4(CC3)OCCO4)c([N+](=O)[O-])c2)CC1
 : 15% | 112%[activator] | ? | -2% | -8% | -0.4 | 0% | -1% | -15%
COc1ccc(CCN2C(=S)N(C)C(=O)C2CC(=O)Nc2ccc(OC)cc2)cc1 (centres undefined)
 : -18% | 2% | -5% | -21% | ? | 1.3 | -9% | -6% | 5%
CC(Sc1ccsc1[N+](=O)[O-])C(=O)NCc1ccco1 (centres undefined)
 : 22µM* | ? | 6% | ? | -17% | 2.9 | 3% | -11% | ?
CC(=O)Nc1ccc(S(=O)(=O)NNC(=O)c2cccc3ccccc23)cc1
 : 3% | -14% | -3% | ? | -7% | -0.3 | 3% | 0% | -10%
Cc1ccccc1-n1ncc(C(C)NS(=O)(=O)c2ccccc2Cl)c1C (centres undefined)
 : -27% | -3% | 35%[activator] | 0% | -23% | -0.7 | -3% | 0% | -2%
CCOCCCNC(=O)C(c1ccccc1)N(Cc1cccs1)C(=O)c1ccccc1O (centres undefined)
 : -28% | 70%[activator] | 19% | -12% | -4% | -0.3 | 0% | 3% | 2%
COc1cnc(-c2ccccn2)nc1Oc1cccc(C(F)(F)F)c1
 : 28% | nt | -9% | ? | -21% | -0.1 | nt | -2% | nt
CCOc1ccccc1CNC(=O)C(CC)n1nc(C)c2c(C)n(-c3ccccc3)nc2c1=O (centres undefined)
 : 11% | -3% | nt | -21% | -4% | -1.1 | -1% | -2% | 3%
CC(C)(C)C(=O)Nc1cccc(C(=O)c2cccc(NC(=O)C(C)(C)C)c2)c1
 : 2% | -14% | 5% | 0% | -13% | -0.3 | 0% | -6% | 1%
Cc1cc(C)cc(N2C(=O)CC(N3CCOCC3)C2=O)c1 (centres undefined)
 : 4% | 28% | -8% | 4% | ? | 0.4 | 1% | -1% | 2%
CCN(CC)S(=O)(=O)c1ccc(N2CCCC2)c(NC(=O)C2CSC3(C)CCC(=O)N23)c1 (centres undefined)
 : nt | -25% | -5% | -7% | nt | 1.0 | 2% | nt | -12%
CCO/N=C(\C)c1c(O)c(CC)c(-c2ccccc2)n(-c2ccccc2)c1=O
 : 1% | 11% | 0% | 0%[57.4 µM] | 4% | -0.3 | 9% | 3% | 4%
O=C(O)c1ccc2cccc(O)c2n1
 : -10% | 23% | 13% | -50% | -2% | 0.2 | 0% | -12% | 0%
Cn1c(NC(=O)c2ccco2)c(-c2ccccc2)c(=O)c2ccccc21
 : ? | 11% | -2% | ? | -9% | 0.5 | -9% | 0% | 4%
COc1cc(/C=C/C(=O)OCC(=O)NCC2CCCCC2)ccc1O
 : nt | 15% | -14% | -20% | nt | 0.7 | nt | nt | -3%
COc1ccc(Nc2cc(C(=O)NCCCN(C)Cc3ccccc3)c3ccccc3n2)cc1
 : -1% | 13% | nt | ? | 92%[activator] | 3.5 | -1% | -10% | -18%[60.1 µM]
CCOC(=O)c1c(-c2ccccc2)csc1NC(=O)c1nn(CC)cc1Br
 : -7% | 38% | -8% | -1% | 3% | 2.2 | nt | -7% | -12%[60.1 µM]

The list goes on, overlapping the part above by 3 compounds.
Order of results – Pol beta inh | POLI inh | APEX1 inh | 12-LOX inh | Anesthetic bind | TRHR agonist | ERG-DNA inh | BLM helicase inh | Pol kappa inh
COc1cc(/C=C/C(=O)OCC(=O)NCC2CCCCC2)ccc1O
 : nt | 15% | -14% | -20% | nt | 0.7 | nt | nt | -3%
COc1ccc(Nc2cc(C(=O)NCCCN(C)Cc3ccccc3)c3ccccc3n2)cc1
 : -1% | 13% | nt | ? | 92%[activator] | 3.5 | -1% | -10% | -18%[60.1 µM]
CCOC(=O)c1c(-c2ccccc2)csc1NC(=O)c1nn(CC)cc1Br
 : -7% | 38% | -8% | -1% | 3% | 2.2 | nt | -7% | -12%[60.1 µM]
COC(=O)c1ccc(NC(=S)NC(=O)c2c(Cl)cnn2C)cc1
 : 0% | 39%[activator] | -1% | -21% | -6% | -0.3 | 7% | -6% | 7%
CN(Cc1ccccc1)C(=O)c1cccc(NC(=O)Cc2ccc(NC(=O)C3CCN(C(=O)C4CCC4)CC3)cc2)c1
 : nt | 31%[activator] | nt | -12% | nt | nt | -2% | nt | 3%
COc1ccc(CC(=O)Nc2ccc(-c3noc(-c4ccccc4OC)n3)cc2)cc1
 : ? | -53% | 2% | ? | -11% | -0.3 | -7% | 6% | -7%
CCOC(=O)C1NN=C(C(=O)c2ccccc2)C1c1ccc(OC)cc1 (centres undefined)
 : 5% | 81%[activator] | 10% | -14% | -19% | -0.8 | -1% | -9% | -3%
CCC(CC)C(=O)Nc1cccc(SC)c1
 : -29% | nt | -3% | -17% | ? | -0.9 | nt | -7% | nt
CNc1nc(-c2ccc3c(c2)CCN3C(=O)c2ccccc2F)c(C)s1
 : 18% | -9% | 1% | -18% | ? | -0.2 | -3% | -2% | 1%
O=S(=O)(NCc1ccccc1F)NCc1ccccc1F
 : -15% | 28% | -3% | 1% | -7% | -1.0 | 4% | 1% | -4%
c1ccc(-n2c(SCc3ccncc3)nnc2-c2ccco2)cc1
 : -1% | 27% | 0% | 0% | -13% | -0.4 | 4% | 1% | -3%
CC1CCN(C(=O)c2[nH]cnc2C(=O)NCc2ccc(CNC(=O)OC(C)(C)C)cc2)CC1
 : nt | 27% | 11% | 6% | nt | -0.6 | -4% | nt | -2%
Cn1c(SCC(=O)Nc2ccc(Br)cn2)nnc1C1CC1
 : ? | ? | -12% | 117%[activator] | -12% | -0.1 | -1% | -9% | -42%
CCc1cc(C(=O)NC(C)c2ccccc2)no1 (centres undefined)
 : 3% | 18% | nt | -7% | ? | -0.7 | 1% | -2% | -5%
O=S(=O)(c1ccc2c(c1)OCCO2)N1CCN(c2nc(-c3cccnc3)nc3ccccc23)CC1
 : -1% | nt | -2% | nt | -7% | -0.2 | nt | -9% | nt

Entries of single compounds from above.
Profile of `CC1CCN(C(=O)c2[nH]cnc2C(=O)NCc2ccc(CNC(=O)OC(C)(C)C)cc2)CC1` = Pol beta inh = nt; POLI inh = 27%; APEX1 inh = 11%; 12-LOX inh = 6%; Anesthetic bind = nt; TRHR agonist = -0.6; ERG-DNA inh = -4%; BLM helicase inh = nt; Pol kappa inh = -2%
Profile of `CN(Cc1ccccc1)C(=O)c1cccc(NC(=O)Cc2ccc(NC(=O)C3CCN(C(=O)C4CCC4)CC3)cc2)c1` = Pol beta inh = nt; POLI inh = 31%[activator]; APEX1 inh = nt; 12-LOX inh = -12%; Anesthetic bind = nt; TRHR agonist = nt; ERG-DNA inh = -2%; BLM helicase inh = nt; Pol kappa inh = 3%

Only part of the results is shown; rates above refer to the full screens.
